# 12-LOX inh – Primary qHTS assay for inhibitors of human arachidonate 12S-lipoxygenase (ALOX12): Round 2; Polyunsaturated fatty acid lipoxygenase ALOX12 (Homo sapiens), P18054; hit rate 1.1% among 580,000; AID 1671190, 2021; purified 12hLO, xylenol orange hydroperoxide absorbance; Potency, µM (titrated, usually from 108 µM), without a hit: at the highest dose activity change, negative = inhibition, hits mostly inhibitors; also: potency is read from the fitted curve at half-maximal effect; % is scaled to controls: 0 for no effect and ±100 for the full control effect
#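 Hydroperoxide product was detected by ferrous iron/xylenol orange as the 573 to 405 nm absorbance ratio. Arachidonic acid at 40 uM (final) was turned over for 30 min at room temperature by 150 nM human 12hLO, pH 7.0 Hepes buffer, after 15 min compound preincubation.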
# HP1b chromo inh – HTS for Inhibitors of HP1-beta Chromodomain Interactions with Methylated Histone Tails; Potency, µM (titrated, usually from 114 µM), inactives show at the top dose activity change, negative = inhibition, most hits filed as inhibitors; hit rate 0.56% among 390,000; Chromobox protein homolog 1 (Homo sapiens), P83916; AlphaScreen HP1-beta / biotin-H3K9me3 peptide binding; also: potency is read from the fitted curve at half-maximal effect; nearly all actives have a fitted effect of over 70% in size; inactives centre near 23
# Target sequence (P83916 whole entry, looked up): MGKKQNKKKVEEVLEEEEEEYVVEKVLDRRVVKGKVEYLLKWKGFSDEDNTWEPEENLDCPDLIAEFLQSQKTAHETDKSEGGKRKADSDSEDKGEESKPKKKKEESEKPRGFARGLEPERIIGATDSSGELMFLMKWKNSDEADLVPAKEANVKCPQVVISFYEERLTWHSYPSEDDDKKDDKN
#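 AlphaScreen: HP1-beta (50 nM) preformed 30 min with biotin-H3(1-18)K9me3 peptide (50 nM) in PBS pH 7.4, 0.01% Tween-20. Compound added for 30 min at RT, then streptavidin donor/nickel chelate acceptor beads (10 ug/mL) for 30 min.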
# JMJD2A Tudor – qHTS Assay for Inhibitors of JMJD2A-Tudor Domain; Lysine-specific demethylase 4A (Homo sapiens), O75164; AlphaScreen JMJD2A-Tudor / H3K4me3 peptide binding; Potency, µM (doses to about 114 µM), inactives show at the highest dose activity change, negative = inhibition, most hits filed as inhibitors; hit rate 4.4% among 390,000; AID 504339, 2011; also: potency is read from the fitted curve at half-maximal effect; % is scaled to controls: 0 for no effect and ±100 for the full control effect; nearly all actives have a fitted effect of over 50% in size
# G9a block – qHTS Assay for Inhibitors of Histone Lysine Methyltransferase G9a. Histone-lysine N-methyltransferase EHMT2 (Homo sapiens), Q96KQ7. G9a H3K9 monomethylation, AlphaScreen, 2 h. Potency, µM (highest dose often 102 µM), inactives show at the top dose activity, negative = inhibition, most hits filed as inhibitors. hit rate 8.8% among 350,000. AID 504332, 2011; also: potency is read from the fitted curve at half-maximal effect; % is scaled to controls: 0 for no effect and ±100 for the full control effect; nearly all actives have a fitted effect of over 75% in size
#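 Quantitative HTS format: methyltransferase activity on a biotin-tagged H3K9 peptide is measured by AlphaScreen, using a rabbit anti-monomethyl-H3K9 antibody with streptavidin donor and anti-IgG acceptor beads. Final levels are 20 nM enzyme, 500 nM peptide, 20 uM SAM; 2 h RT.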
# RGS4 inhibitor – Inhibitors of Regulator of G Protein Signaling (RGS) 4: qHTS; Potency, µM (doses to about 114 µM), for the others: at the top dose activity change, negative = inhibition, actives largely listed as inhibitors; hit rate 0.039% among 390,000; Transcreener GDP fluorescence polarization, RGS4-accelerated GTP hydrolysis; AID 504845, 2011; also: potency is read from the fitted curve at half-maximal effect; % is scaled to controls: 0 for no effect and ±100 for the full control effect; nearly all actives have a fitted effect of over 75% in size; some results filed as inactive show a strong effect at the top dose
# Target sequence (P49798 whole entry, looked up): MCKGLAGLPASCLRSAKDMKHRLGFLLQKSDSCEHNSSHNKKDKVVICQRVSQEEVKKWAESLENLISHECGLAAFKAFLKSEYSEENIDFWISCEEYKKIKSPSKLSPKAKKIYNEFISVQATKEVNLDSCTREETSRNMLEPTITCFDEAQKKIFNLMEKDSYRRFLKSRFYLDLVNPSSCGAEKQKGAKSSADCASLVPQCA
#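 MLSMR compounds (23 nl, pin-transferred) preincubated 10 min at room temperature with a 500nM (2x) first reagent, then RGS4 at 900nM (2x) plus Transcreener GDP mix added; fluorescence polarization (620/688 nm) read before and after 90 min at 30 °C.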
# BAZ2B inh – qHTS Assay for Inhibitors of BAZ2B; Bromodomain adjacent to zinc finger domain protein 2B (Homo sapiens), Q9UIF8; AID 504333, 2011; hit rate 4.4% among 360,000; AlphaScreen BAZ2B-H3K14Ac peptide displacement; Potency, µM (doses to about 114 µM), for the others: at the top dose activity change, negative = inhibition, most hits filed as inhibitors; also: potency is read from the fitted curve at half-maximal effect; % is scaled to controls: 0 for no effect and ±100 for the full control effect; nearly all actives have a fitted effect of over 60% in size
#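 BAZ2B 50 nM plus b-H3(5-23)K14Ac 50 nM, PBS pH 7.4/0.01% Tween-20, 30 min RT; compound added (max 110 uM), 30 min RT; streptavidin donor/Ni-chelate acceptor beads 10 ug/mL final, 20 min dark; AlphaScreen read.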
# GLS inh – qHTS for Inhibitors of Glutaminase (GLS); AID 624170, 2012; Potency, µM (top dose mostly 45.5 µM), without a hit: top-dose activity change, negative = inhibition, most hits filed as inhibitors; GLS enzymatic activity, qHTS titration; Glutaminase kidney isoform, mitochondrial (Homo sapiens), O94925; hit rate 0.21% among 410,000; also: potency is read from the fitted curve at half-maximal effect; % is scaled to controls: 0 for no effect and ±100 for the full control effect
# Target sequence (O94925 whole entry, looked up, canonical isoform): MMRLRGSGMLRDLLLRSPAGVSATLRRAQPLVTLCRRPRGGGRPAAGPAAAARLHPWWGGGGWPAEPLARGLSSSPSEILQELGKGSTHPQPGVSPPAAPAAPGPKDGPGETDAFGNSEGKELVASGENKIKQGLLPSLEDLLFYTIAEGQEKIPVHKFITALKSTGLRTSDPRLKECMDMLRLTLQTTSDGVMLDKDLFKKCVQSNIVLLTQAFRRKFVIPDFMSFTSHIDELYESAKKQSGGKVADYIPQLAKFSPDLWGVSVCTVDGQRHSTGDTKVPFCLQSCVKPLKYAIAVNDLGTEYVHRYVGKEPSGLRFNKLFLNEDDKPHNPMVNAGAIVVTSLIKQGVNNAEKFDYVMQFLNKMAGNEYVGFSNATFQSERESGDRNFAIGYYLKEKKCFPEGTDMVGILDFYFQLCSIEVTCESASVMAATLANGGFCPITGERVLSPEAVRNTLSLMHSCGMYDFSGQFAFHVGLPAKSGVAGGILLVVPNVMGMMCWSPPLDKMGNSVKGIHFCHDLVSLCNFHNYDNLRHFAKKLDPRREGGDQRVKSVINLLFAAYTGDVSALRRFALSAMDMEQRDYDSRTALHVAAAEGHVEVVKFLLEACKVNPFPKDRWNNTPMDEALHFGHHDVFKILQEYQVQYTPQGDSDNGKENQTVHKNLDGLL
#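 Read-out is an Amplex red fluorescence increase coupled through glutamate oxidase and HRP, measured before and after 30 min room-temperature incubation. hKGA is in 45 mM KH2PO4 (pH 8.2) with 0.02% Tween-20; glutamine added as 1mM solution.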
# ERG Ets-DNA blk – qHTS for Small Molecule Inhibitors of the ERG Ets/DNA interaction; Transcriptional regulator ERG (Homo sapiens), P11308; fluorescence polarization, His-ERG Ets domain / labelled DNA; Potency, µM (top dose mostly 76.9 µM), for inactives: top-dose FP activity, negative = inhibition, most hits filed as inhibitors; hit rate 0.028% among 370,000; AID 624246, 2012; active = well fitted inhibition curve with a large enough effect in the polarisation, with a control signal flat; inconclusive = small, poorly fitted or top-dose-only effect, or effect the other way, or a change in a side signal; inactive = no such curve, though single readings can be large or run the other way; the % refers to the polarisation;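 also: polarization taken with two DNA probes labelled with fluorescein and Texas red; potency is read from the fitted curve at half-maximal effect; % of control where 0% means no effect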
#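 His-tagged ERG Ets domain (1 uM in the protein solution; 300mM KCl, 50mM Tris-HCl, 1mM EDTA, 1mM DTT, pH 7.5) received compound, then a probe mix of 5 nM fluorescein-DNA and 100nM Texas-615-DNA. Fluorescence polarization was read for both dyes.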
# PI4K2A inh – qHTS for small molecular inhibitors of PI4K2A. Phosphatidylinositol 4-kinase type 2-alpha (Homo sapiens), Q9BTU6. purified PI4K2A, ADP-Glo luminescence, 1 h; stronger effect = lower value. activity change, negative = inhibition, % at 76.9 µM. hit rate 0.13% among 420,000. AID 1346378, 2018; in the data active = activity change below about -50%; inconclusive = mostly about -30% to -49%;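 also: -100% = wells without enzyme as full effect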
#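 Compounds are screened against recombinant PI4K2A using PI as substrate and ATP, the latter dispensed at 300 microM. Reactions run one hour at ambient temperature before ADP-Glo detection; full inhibition defined by wells lacking enzyme.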
# Numbers without * were called inactive; ? = inconclusive; . = not tested or not shown; & = joins results of further samples; [ ] = dose if it differs, or a comment. Unless noted, calls follow the shape of the dose curve; as a rule, active = well fitted curve in the direction sought with a large enough effect; inconclusive = small, poorly fitted or top-dose-only effect, or another doubt; inactive = no such curve, though single readings can be large; an effect the other way counts as inactive or inconclusive. Some of the compounds tested; rates above refer to the full screens.
SMILES,12-LOX inh,HP1b chromo inh,JMJD2A Tudor,G9a block,RGS4 inhibitor,BAZ2B inh,GLS inh,ERG Ets-DNA blk,PI4K2A inh
COc1ccc(S(=O)(=O)N2CCCCC2)cc1NC(=O)CCc1cc(OC)c(OC)c(OC)c1,-9.1%,53.0%[activator],2.3%,.,-3.0%,.,2.1%,-6.1%,-0.3
O=C(N/N=C/c1ccoc1)c1ccccc1O,-2.1%,3.1%,-18.8%,-5.4%,6.0%,?,-10.5%,-1.7%,-7.5
C1CCN2C[C@@H]3C[C@@H](CN4CCCC[C@@H]34)[C@H]2C1,-11.1%,22.7%,-14.5%,.,14.4%,.,5.6%,-16.5%,4.9&-3.3
CCOC(=O)CNC(=O)N1CCCC(CCC(=O)NCc2ccc(F)c(F)c2)C1 (configuration not stated),-1.6%,31.7%,-8.3%,31.5%,-10.9%,9.4%,4.1%,-1.7%,-2.0
COc1cc(/C=N/NC(=O)COc2ccc(Cl)cc2)ccc1OS(=O)(=O)c1ccc(C)cc1,10.7%,21.8%,-17.6%,-10.8%[59 µM],-10.9%,-5.1%,-6.4%,3.6%,1.1
COc1ccccc1NC(=S)NCCc1ccc(OC)c(OC)c1,-6.7%,1.4%,-9.2%,?,-24.4%,-18.7%,-6.9%,6.6%,11.8
O=C(O)CSc1ncnc2c1sc1nc(-c3ccccc3)c3c(c12)CCC3,2.0%,-33.7%[57 µM],50.1µM*,39.8µM*,-16.0%,50.1µM*,?,-0.7%,4.3
CCCc1nnc(SCC(=O)N2CCOCC2)n1C,29.3%,28.5%,-1.4%,-4.0%[59 µM],-11.6%,6.6%,-7.1%,1.8%,2.8
CCNC(=S)N/N=C(\C)c1ccc(Cl)s1,?,4.1%,-18.2%,6.7%[59 µM],-33.6%,-37.8%,20.6%,-7.0%,-18.9
NC(=O)CSc1nc2sc(-c3ccccc3)cc2c(=O)n1N,-4.4%,42.3%[activator],-13.6%,36.7%,-47.6%,2.9%[57.1 µM],8.9%,4.7%,4.6
Cn1nccc1C(=O)NC1CCN(Cc2ccccc2)CC1,14.2%,23.3%,-5.5%,22.5%,15.2%,-13.3%,-5.4%,-3.4%,-0.3
COc1ccc2c(c1)C(NS(=O)(=O)OCC(Cl)(Cl)Cl)CCC2 (configuration not stated),-10.4%,5.5%,?,?,2.6%,-13.2%,-8.1%,4.1%,-7.5
Cc1cccc(NC(=O)c2cccc(N3CCCS3(=O)=O)c2)c1,1.6%,35.7%,-1.0%,2.4%[59 µM],-7.9%,2.0%,0.4%,-2.5%,-7.5
Cc1ccc2c(c1)S/C(=C/c1ccc[n+](C)c1)N2CCO,0.0%,9.0%,25.1µM*,14.1µM*,19.6%,-35.0%,5.0%,0.7%,7.3
CCc1c(C)sc(NC(=S)Nc2cccnc2)c1C(=O)OC,-24.2%,9.7%,-6.7%[57.1 µM],44.7µM*,-16.6%,13.4%,-15.4%,3.8%,-0.2

# BAZ2B inh, entries above that show a hit
SMILES,12-LOX inh,HP1b chromo inh,JMJD2A Tudor,G9a block,RGS4 inhibitor,BAZ2B inh,GLS inh,ERG Ets-DNA blk,PI4K2A inh
O=C(O)CSc1ncnc2c1sc1nc(-c3ccccc3)c3c(c12)CCC3,2.0%,-33.7%[57 µM],50.1µM*,39.8µM*,-16.0%,50.1µM*,?,-0.7%,4.3

# The list goes on.
SMILES,12-LOX inh,HP1b chromo inh,JMJD2A Tudor,G9a block,RGS4 inhibitor,BAZ2B inh,GLS inh,ERG Ets-DNA blk,PI4K2A inh
Cc1ccc(N2CC(C(=O)N3CCC4(CC3)CC(=O)c3ccccc3O4)CC2=O)cc1 (configuration not stated),10.7%,19.1%,-17.8%,-16.8%[0.501 µM],-25.3%,-17.4%,5.4%,-1.0%,3.8
CCCNC(=O)CCNS(=O)(=O)c1ccc2c(c1)c(=O)n(C)c(=O)n2C,-14.1%,28.8%,-7.6%,-1.2%[59 µM],10.5%,-4.1%,-0.9%,-9.0%,-9.2
CCN(CC)C(=O)C1CCN(S(=O)(=O)c2c(C)noc2/C=C/c2cccc(C)c2)CC1,-22.8%,20.1%,-32.1%,10.2%,1.8%,-2.2%,-5.5%,6.9%,-0.5
O=[N+]([O-])c1cc(S(=O)(=O)Nc2cccc(C(F)(F)F)c2)ccc1-n1nnc2ccccc21,0.2%,?,?,?,-19.7%,?,7.4%,4.4%,1.2
S=C(NCc1ccc(Cl)cc1)NC1CCCCC1,?,9.7%,-14.5%,9.0%[59 µM],-9.5%,-4.7%,-0.7%,-2.0%,0.0
Cc1ccn(C(=O)c2ccc(NC(=O)CC(C)C)cc2)n1,0.8%,20.9%,-2.1%,11.1%[59 µM],5.0%,-3.9%,5.5%,5.8%,-3.5
O=C(N/N=C/c1cccnc1)c1ccc(S(=O)(=O)N2CCCCCC2)cc1,-16.5%,36.9%,-29.6%,-43.5%,-1.3%,-17.6%,7.5%,9.0%,-5.4
O=C(CN1CCSCC1)N/N=C/c1cccc(Cl)c1,-20.8%,59.6%[activator],?,3.16µM*,-25.0%[56.9 µM],50.1µM*,-8.9%,-3.4%,0.7
O=C(NCc1ccco1)C1(S(=O)(=O)c2ccccc2)CC=CC1,0.6%,30.3%,-16.2%,.,-10.0%,1.0%,1.1%,-12.0%,0.9
Cc1cc(C)n2nc(-c3ccc(Cl)cc3)cc2n1,0.0%,53.8%[activator],4.0%,59.4%[activator],?,11.8%,-4.8%,2.9%,1.6
CC(=O)C1=C(O)C(=O)N(c2cc(C(C)(C)C)on2)C1c1ccc(Br)cc1 (configuration not stated),44.7µM*,34.9%,?,44.7µM*,-22.5%,-36.6%,0.3%,11.0%,12.3
C=CCn1c2ccccc2c2nnc(SCc3ccc4nonc4c3)nc21,-20.4%,19.5%,0.6%,-28.5%[12.7 µM],4.7%,0.1%,2.6%,12.8%,-3.0
COc1ccc(C(=O)Nc2ccc(Br)cn2)cc1S(=O)(=O)N1CCOCC1,186.4%[activator],29.1%,-12.5%,-1.3%[12.7 µM],35.0%,-5.6%,-2.1%,-2.2%,7.7
COC(=O)c1ccccc1NC(=O)C1CC(=O)N(C2CCCCC2)C1 (configuration not stated),7.7%,27.7%,-6.3%,1.6%,4.0%,-3.5%,-3.7%,12.0%,3.9
CCCOc1ccc(NC(=O)CC2Nc3ccccc3NC2=O)cc1 (configuration not stated),-10.3%,44.2%[activator],-12.0%,5.2%,6.4%,-10.9%,2.8%,-12.9%,4.9

# Individual results from the entries so far:
# 12-LOX inh, Cc1ccn(C(=O)c2ccc(NC(=O)CC(C)C)cc2)n1 → 0.8%
# HP1b chromo inh, COc1ccc(C(=O)Nc2ccc(Br)cn2)cc1S(=O)(=O)N1CCOCC1 → 29.1%
# G9a block, Cc1ccc(N2CC(C(=O)N3CCC4(CC3)CC(=O)c3ccccc3O4)CC2=O)cc1 (configuration not stated) → -16.8%[0.501 µM]

# Next section
SMILES,12-LOX inh,HP1b chromo inh,JMJD2A Tudor,G9a block,RGS4 inhibitor,BAZ2B inh,GLS inh,ERG Ets-DNA blk,PI4K2A inh
O=C(O)c1cccc2c(/C=N/Nc3ccccn3)c[nH]c12,.,34.2%,-7.0%,.,-3.0%,-13.8%,-7.8%,11.6%,-2.7
CSc1nc2sc3c(c2c(=O)n1-c1ccccc1C)CCCC3,-14.9%,31.9%,-13.5%,-25.3%[59 µM],-1.9%,-2.7%,-1.0%,3.7%,-1.7
CN(CC(=O)Nc1ccccc1Cl)C(=O)COC(=O)c1nc(Cl)c(Cl)c(Cl)c1Cl,?,19.7%,-34.0%,-48.7%,-4.3%,-22.7%,2.0%,23.8%,-9.7
O=C(Nc1ccc(O)c(C(=O)O)c1)c1ccc2c(c1)C(=O)N(CC1CCCO1)C2=O (configuration not stated),-12.7%,30.5%,-22.4%,-28.8%[59 µM],-15.1%,-20.6%,70.3%[activator],-3.8%,2.8
CCOC(=O)N1CCN(c2c(NCCc3ccc(OCC)c(OCC)c3)c(=O)c2=O)CC1,15.8%,-0.9%,-12.7%,-4.5%[59 µM],9.1%,0.8%,35.3%[activator],-1.9%,0.6
Cc1ccc(S(=O)(=O)N(C)C[C@H]2Oc3c(NC(=O)Nc4cccc5ccccc45)cccc3C(=O)N([C@@H](C)CO)C[C@@H]2C)cc1,4.9%,29.5%,-22.3%,.,-2.6%,.,-1.6%,-16.2%,-1.7

# Screening data (PubChem)
